# Bioassay records as filed in PubChem.
# OPRM1-OPRD1 ag = OPRM1-OPRD1 heterodimerization agonism; activation, % at 9.3 µM; 340,000 compounds, 0.3% hits; cells, luminescence; P35372+P41143; in the data active = activation above about 18%;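 note: 0% = vehicle-treated cells and 100% = reference agonist; values of inactives mirror those of a sister screen read the other way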
# PKA-R1A activ = PKA-R1A complex activation | 340,000 compounds, 0.083% hits | PKA-R1A dissociation, Cy5-IP20 fluorescence polarization; scaled: DMSO 0%, 113 µM cGMP 100% | activation, % at 11.4 µM;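 active = percent activation above the mean of all tested compounds plus 3 SD, cut at about 19% in these data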;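 note: higher means more PKAc released from R1A so a rise in polarization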
# phage Ecoli inh = E. coli growth loss with phage present. AID 651602. growth absorbance. inhibition, % at 11.9 µM. 360,000 compounds, 0.26% hits; in the data active = inhibition above about 11%
# HTR5A ag ctr = activates human HTR5A in OPRM1-OPRD1 agonist counter-screen; P47898; HTR5A agonist assay, luminescence, cell-based; activation, % at 9.3 µM; 340,000 compounds, 0.61% hits; AID 504692; in the data active = activation mostly above about 9.5%, no sharp cut-off; inactive = mostly below about 7.6%;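 note: 0% = cells with vehicle only and 100% = reference agonist; strong numbers were not always called active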
# Target sequence (P47898 whole entry, looked up): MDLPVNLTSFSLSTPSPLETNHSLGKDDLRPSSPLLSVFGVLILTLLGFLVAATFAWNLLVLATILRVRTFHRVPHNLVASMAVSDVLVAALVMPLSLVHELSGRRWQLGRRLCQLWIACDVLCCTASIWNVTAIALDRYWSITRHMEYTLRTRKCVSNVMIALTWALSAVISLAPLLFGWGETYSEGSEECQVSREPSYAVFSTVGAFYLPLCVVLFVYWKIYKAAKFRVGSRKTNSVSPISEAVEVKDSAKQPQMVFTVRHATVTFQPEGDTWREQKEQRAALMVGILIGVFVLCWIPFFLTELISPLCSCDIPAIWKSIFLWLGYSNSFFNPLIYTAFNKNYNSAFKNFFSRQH
# HTR5A inv ctr = inverse agonist of human HTR5A in OPRM1-OPRD1 counter-screen; HTR5A cell line, luminescence, inverse agonism; inhibition, % at 9.3 µM; 340,000 compounds, 0.083% hits; AID 504634; in the data active = inhibition mostly above about 23%, no sharp cut-off; inactive = mostly below about 18%;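 note: 0% = cells with DMSO and 100% = no-cell wells with DMSO; some compounds called inactive have numbers as strong as hits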
# Ecoli viability = bacterial growth inhibition, counter-screen for AddAB inhibitors; 330,000 compounds, 0.27% hits; AID 449728; inhibition, % at 11.9 µM; E. coli V3065 growth, OD600 absorbance, 18 h;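 active = inhibition above the campaign's mean inhibition across all tested compounds plus 3 SD, cut at about 9.9% in these data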;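 note: uninfected addAB+ strain grown without phage in ampicillin broth; 0% = DMSO wells and 100% = ciprofloxacin 0.95 µg/ml wells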
# DSG3 Ab inh = blocks pemphigus antibody binding to human desmoglein-3. P32926. binding (percent of control), % at 10 µM. 310,000 compounds, 0.48% hits. AID 588358. DSG3-coupled beads, scFv-anti-DSG3-GFP binding, flow cytometry; active compounds read low;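 active = binding more than 3 SD below its plate's average and above zero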;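 note: hits lower antibody fragment binding to DSG3; some compounds called inactive have numbers as strong as hits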
# AddAB inh = less growth of phage-infected E. coli with AddAB. E. coli expressing H. pylori AddAB, absorbance growth. AID 435030. 330,000 compounds, 0.29% hits. inhibition, % at 11.9 µM; in the data active = inhibition above about 12%;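 note: 0% = vehicle wells of infected cells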
# OPRM1-OPRD1 inv = mu-delta opioid heterodimer inverse agonism | P35372+P41143 | cell-based MOR-DOR heterodimer luminescence | inhibition, % at 9.3 µM | 340,000 compounds, 0.21% hits; in the data active = inhibition above about 22%, passing the limit was not always enough;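 note: 0% = cells with DMSO and 100% = wells without cells with DMSO; values of inactives mirror those of a sister screen read the other way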
# SUMO Mot1 rescue = blocks SUMOylation pathway, rescuing yeast Mot1-301 growth | 320,000 compounds, 1% hits | growth rescue, % at 18.8 µM | S. cerevisiae Mot1-301 growth rescue, ATP luminescence, 38.5C; percent above DMSO median, 100 means doubled;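 active = every valid replicate shows activation above 250% relative to neutral control wells; inactive = the rest, any valid replicate at or below 250%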;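 note: OY570 slx delta 5 strain wells were the positive control but not used for scaling; some compounds called inactive have numbers as strong as hits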
# PfHsp90 yeast 2 = growth inhibition of yeast expressing Plasmodium Hsp90. S. cerevisiae expressing PfHsp90, BacTiter-Glo ATP, 48 h; yeast lacking PDR1 and PDR3 efflux regulators. inhibition, % at 9.4 µM. 310,000 compounds, 0.32% hits;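 active = every replicate shows inhibition above about 80%, whatever the replicate mean, limit read from the data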;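 note: 0% = DMSO neutral controls and 100% = 20 µM radicicol positive controls; yeast relying on Plasmodium falciparum Hsp90 in place of its own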
# Numbers without * were called inactive; . = not tested or not shown.
# Results follow in this order: phage Ecoli inh	Ecoli viability	PKA-R1A activ	HTR5A ag ctr	AddAB inh	OPRM1-OPRD1 ag	DSG3 Ab inh	SUMO Mot1 rescue	OPRM1-OPRD1 inv	PfHsp90 yeast 2	HTR5A inv ctr
> CN(C)CCCN(C(=O)c1cccc(N2C(=O)CCC2=O)c1)c1nc2cc3c(cc2s1)OCO3
  3.3	1.7	5	4	3.7	-3.6	98	100	19	17	-12
> O=C(COc1ccc(Cc2ccccc2)cc1)c1ccc(F)cc1
  2.8	0.4	3	-2	3.1	5.8	101	15	-33	-17	9
> Cc1cc(CN2CCC(N3CCC(C(=O)NC4CC4)CC3)CC2)cc(C)c1O
  -0.6	1.4	7	0	2.6	-2.5	109	-8	8	-1	0
> CCOC(=O)c1c(NC(=O)C2CCCO2)sc2c1CCC2 (stereo unspecified)
  3.4	1.4	-8	-5	2.1	3.5	101	.	-20	18	-26
> O=C(NCc1ccncc1)c1ccc(OCc2ccccc2)cc1
  -0.8	-1.8	-5	4	-1.5	-2.3	116	-33	11	-1	-14
> O=c1oc2ccccc2c2c1ccc1ccccc12
  -1.4	0.4	-4	3	0.7	1.2	96	.	-6	-5	-9
> COc1ccc(Cl)cc1C(=O)NC(=S)Nc1ccccc1N1CCOCC1
  -1.4	-0.7	6	-2	0.9	-1.0	.	5	5	-4	22
> COc1ccc(-c2nc(CS(=O)CC(=O)NCCc3ccc(C)cc3)c(C)o2)cc1OC (stereo unspecified)
  -0.6	5.1	-1	-3	1.4	1.6	84	14	-8	8	-1
> Cn1c(=O)c([N+](=O)[O-])c(Oc2ccccc2)c2ccccc21
  2.6	.	1	-5	.	0.4	99	.	-2	-15	12
> N#Cc1cccc(NC(=O)Cc2ccsc2)c1
  2.2	-1.2	-6	4	2.2	-0.8	105	11	4	-10	6
> O=C(O)C1(c2cccc(Cl)c2)CCC1
  2.2	1.4	1	6	2.4	0.9	97	18	-5	5	8
> O=C(CC(c1ccccc1)(c1ccccc1)c1ccccc1)N[C@@H](Cc1ccc(O)cc1)C(=O)O
  3.9	-1.2	12	-4	2.7	-1.8	108	-11	10	-30	11
> O=C(NCCc1ccccc1)c1cc(=O)[nH]c2ccccc12
  2.2	0.2	-1	4	0.6	-4.0	116	-25	19	.	-10
> Clc1nc(-c2ccccc2)cc(-c2ccccc2)n1
  2.7	2.0	-1	11	1.4	8.2	96	5	-44	-26	2
> Cc1ccc(-c2cc(C(=O)Nc3cccnc3)[nH]n2)c(O)c1C
  1.9	2.3	2	-2	1.4	0.5	104	420	-3	-15	-1
> CC(CNC(=O)Cn1cnc2c(OCc3ccccc3)ncnc21)c1ccccc1 (stereo unspecified)
  2.7	0.4	3	.	3.2	.	99	-5	.	-28	.
> CC(OC(=O)CCc1nc2ccccc2c(=O)[nH]1)C(=O)NC1CCCC1 (stereo unspecified)
  2.3	-0.5	8	6	0.8	-0.9	106	5	4	21	-10
> Cc1ccc(C2CC2c2n[nH]c(=S)n2-c2ccc(C)cc2)cc1 (stereo unspecified)
  2.7	-1.7	-11	-1	1.6	2.9	101	-1	-17	.	13
> COc1ccc(C(=O)Nc2ccc3[nH]ncc3c2)cc1OC
  -0.2	0.3	4	0	2.4	-2.5	118	-4	12	-8	-2
> C=CCC1C=C(C)CC(CC=C)N1 (stereo unspecified)
  4.1	3.4	1	0	3.8	-2.7	107	52	14	1	-1
> COC(=O)c1ccc(S(=O)(=O)N2CCN(C(c3ccccc3)c3ccccc3)CC2)n1C
  0.8	-2.3	0	-2	-1.0	1.1	.	0	-5	-6	10
> CC(C)C(NC(=O)c1ccccc1NC(=O)C(C)(C)C)C(=O)N1CCOCC1 (stereo unspecified)
  0.6	4.2	-10	-8	2.2	-3.4	.	-1	14	16	20
> COCCN1C(=O)N(c2ccc(Cl)cc2)C(=O)C1CC(=O)Nc1cc(OC)cc(OC)c1 (stereo unspecified)
  -1.9	0.3	-1	4	3.3	-2.8	120	-3	15	-22	-12
> Cc1ccccc1NC(=O)COC(=O)Cc1cccc(C(F)(F)F)c1
  1.8	1.3	-4	0	0.4	-4.1	84	13	21	-20	4
> COc1ccc(CCN(C)C2CCCN(C(=O)CCSC)C2)cc1OC (stereo unspecified)
  -1.6	-3.2	-3	-5	0.4	-1.9	115	-9	9	-10	18
> O=S(=O)(NNc1nccc(C(F)(F)F)n1)c1cccc(Cl)c1Cl
  3.9	1.4	6	-1	7.1	1.7	112	-1	-9	5	-1
> CCOCCc1nnc(NC(=O)C(CC)c2ccccc2)s1 (stereo unspecified)
  1.6	2.1	5	-3	0.1	-0.5	99	14	3	-5	0
> O=C(Nc1ccccc1Cl)OC1CCCCC1
  1.9	-4.2	8	3	1.9	4.8	100	84	-25	-12	-1
> Cc1ccccc1NC(=O)/C=C1\SC(=O)NC1=O
  3.4	4.0	-5	1	4.2	-4.1	104	-13	19	-19	5
> CCCCNC(=O)C1CCN(c2nc(C)cc(C)n2)CC1
  1.4	0.9	7	-1	1.7	-3.1	97	.	16	12	-8
> CCCn1c2ccccc2c2cc(C(=O)O)ccc21
  2.5	-3.8	-8	6	1.2	-1.8	100	-20	10	5	-16
> Cc1c(CC(=O)NCCCCCC(=O)O)c(=O)oc2cc3c(cc12)CCC(C)(C)O3
  2.0	.	2	1	.	-2.3	91	196	10	-10	-4
> CC(C)NC(=O)C(c1ccc(F)cc1)N(C(=O)CCC(=O)Nc1ccccn1)C1CCCCC1 (stereo unspecified)
  1.0	-1.4	1	-1	5.8	-1.0	98	6	6	15	18
> O=C(NC(=S)Nc1ccc(N2CCOCC2)cc1)c1ccco1
  4.2	-3.1	-6	-2	-3.1	-2.5	99	19	11	11	-65
> O=C(NCC1CCCO1)c1ccc2c(=O)n(Cc3ccc(Cl)cc3)c(=S)[nH]c2c1 (stereo unspecified)
  3.3	0.3	-2	0	-0.4	-1.5	113	9	7	-31	-14
> COc1ccc(C(=O)NCC(=O)N/N=C/c2cn(C)c3ccccc23)cc1OC
  -1.1	.	-3	0	.	-3.7	142	-3	21	12	1
> O=C(Oc1ccc(C(=S)N2CCOCC2)cc1)c1ccc([N+](=O)[O-])cc1[N+](=O)[O-]
  2.0	0.4	-9	-1	-1.5	-2.2	104	118	11	-8	4
> O=C(Nc1cccc(Br)c1)c1ccc(CSc2ccccc2)cc1
  5.0	-0.7	-4	1	2.1	2.1	80	7	-11	9	1
> CCC(C)c1ccccc1NC(=O)CN(C)CC(=O)Nc1ccccc1SC (stereo unspecified)
  1.5	0.6	-16	-1	0.3	-1.6	101	1	8	14	17
> Cc1onc(C(=O)NCc2cccs2)c1[N+](=O)[O-]
  4.7	-1.1	4	3	3.1	-2.2	84	-12	11	16	17
> COc1cccc(NC(=O)C(Sc2nnc(-c3ccncc3)n2-c2ccc(Cl)cc2)c2ccccc2)c1 (stereo unspecified)
  3.3	-2.1	-9	-1	4.3	0.9	96	-4	-4	17	-7
> CC1(CNC(=O)C(=O)NCC2(C)CO2)CO1 (stereo unspecified)
  3.3	.	-3	-1	.	-1.4	86	.	7	4	6
> CC1CC(C)CN(S(=O)(=O)c2ccc3c(c2)oc(=O)n3CC(=O)N2CCOCC2)C1 (stereo unspecified)
  2.5	-2.1	-7	-5	-0.1	0.1	100	1	0	8	14
> COc1ccccc1NC(=O)CSc1nnnn1C1CCCC1
  1.0	.	-9	6	.	-2.0	109	.	10	-2	-17
> CCc1cc[n+](-c2nc([O-])sc2C=O)cc1
  -0.8	0.0	-3	5	3.9	1.5	103	7	-6	-11	7

# Arranged by the number under PKA-R1A activ (high to low): some entries from above.
SMILES,phage Ecoli inh,PKA-R1A activ,AddAB inh,OPRM1-OPRD1 ag,DSG3 Ab inh,SUMO Mot1 rescue,OPRM1-OPRD1 inv
Cc1onc(C(=O)NCc2cccs2)c1[N+](=O)[O-],4.7,4,3.1,-2.2,84,-12,11
CC(C)NC(=O)C(c1ccc(F)cc1)N(C(=O)CCC(=O)Nc1ccccn1)C1CCCCC1 (stereo unspecified),1.0,1,5.8,-1.0,98,6,6
COc1ccccc1NC(=O)CSc1nnnn1C1CCCC1,1.0,-9,.,-2.0,109,.,10

# Single records (already shown). Values in the order: phage Ecoli inh	Ecoli viability	PKA-R1A activ	HTR5A ag ctr	AddAB inh	OPRM1-OPRD1 ag	DSG3 Ab inh	SUMO Mot1 rescue	OPRM1-OPRD1 inv	PfHsp90 yeast 2	HTR5A inv ctr
# CC1(CNC(=O)C(=O)NCC2(C)CO2)CO1 (stereo unspecified) in the list: 3.3	.	-3	-1	.	-1.4	86	.	7	4	6
# COc1ccc(C(=O)NCC(=O)N/N=C/c2cn(C)c3ccccc23)cc1OC in the list: -1.1	.	-3	0	.	-3.7	142	-3	21	12	1
# O=C(NC(=S)Nc1ccc(N2CCOCC2)cc1)c1ccco1 in the list: 4.2	-3.1	-6	-2	-3.1	-2.5	99	19	11	11	-65
# O=C(Oc1ccc(C(=S)N2CCOCC2)cc1)c1ccc([N+](=O)[O-])cc1[N+](=O)[O-] in the list: 2.0	0.4	-9	-1	-1.5	-2.2	104	118	11	-8	4
# CCCn1c2ccccc2c2cc(C(=O)O)ccc21 in the list: 2.5	-3.8	-8	6	1.2	-1.8	100	-20	10	5	-16

# Further compounds:
# Results follow in this order: phage Ecoli inh	Ecoli viability	PKA-R1A activ	HTR5A ag ctr	AddAB inh	OPRM1-OPRD1 ag	DSG3 Ab inh	SUMO Mot1 rescue	OPRM1-OPRD1 inv	PfHsp90 yeast 2	HTR5A inv ctr
> Cc1noc(NS(=O)(=O)c2ccc(NC(=O)CCC3CCCCC3)cc2)c1C
  1.6	-0.4	5	3	5.6	-0.5	104	57	3	.	-61
> CC(CNS(=O)(=O)c1ccccc1)(c1ccccc1)N1CCOCC1 (stereo unspecified)
  1.4	0.6	0	-3	0.7	-1.8	88	.	11	9	8
> Cc1cc(N2CCOCC2)nc(-c2ccccc2O)n1
  2.6	-0.5	-8	-4	2.5	-1.0	99	-1	7	7	-11
> COc1ccccc1/C=C/C=NC1C(=O)N(c2ccccc2)[N+](C)=C1C (stereo unspecified)
  0.3	-0.4	3	0	-1.3	-2.6	109	-7	13	11	-22
> CC(C)Oc1ccc(/C(O)=C2/C(=O)C(=O)N(CCN(C)C)C2c2ccco2)cc1 (stereo unspecified)
  1.5	-1.6	-3	2	2.9	-4.0	.	17	17	24	-5
> Cn1c(N)c(S(=O)(=O)N2CCN(C(=O)c3ccco3)CC2)c(=O)n(C)c1=O
  -1.4	0.8	1	3	-2.4	-2.2	88	5	14	7	-13
> CCOC(=O)c1ccccc1NC(=O)Cc1ccc(OC)c(S(=O)(=O)N2CCOCC2)c1
  4.3	-0.1	2	3	-1.2	-0.9	97	22	5	.	-12
> O=C(O)CC(NC(=O)c1sc2ccccc2c1Cl)c1ccc(OC2CCCC2)cc1 (stereo unspecified)
  3.3	-0.5	-4	2	2.7	-2.7	97	5	14	-1	27
> CCN1CCN(CCCNc2ncnc3nc[nH]c23)CC1
  4.3	0.6	-4	-5	1.8	-2.0	101	-9	10	11	14
> COc1ccc2nc(SCC(=O)NCc3ccccc3)[nH]c2c1
  -0.5	.	4	-1	.	-2.4	96	-8	12	5	1
